PG9 binder: binds the HIV-1 gp120 antibody PG9. 360,000 tested, 0.43% active. inhibition, % at 6.7 µM. TR-FRET gp120-PG9 antibody binding. AID 624416; in the data active = inhibition above about 8.5%
SMARCA2 act: SMARCA2 function activation, primary screen | 370,000 tested, 1% active | activation, % at 9.1 µM | MG213 cells, MMTV-luciferase reporter, dexamethasone, overnight | AID 652017; in the data active = activation above about 7.8%;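 also: 0% = vehicle wells and 100% = reference activator wells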
DAX1 inh-1: blocks DAX1 repression of SF-1 activated StAR promoter | AID 652010 | HEK293T StAR-luciferase reporter, SF-1/DAX-1 repression relief | inhibition, % at 6.8 µM | 370,000 tested, 1.1% active;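 active = inhibition above the mean over all tested compounds plus 3 SD, cut at about 3.6% in these data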;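 also: 0% = DAX-1 cells with DMSO and 100% = cells lacking DAX-1 with DMSO; higher inhibition means more luminescence from relief of DAX-1 repression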
ADAM10 inh: inhibits human ADAM10. O14672. recombinant ADAM10, EDANS/DABCYL FRET peptide cleavage, 3 h. inhibition, % at 7 µM. 370,000 tested, 0.62% active. AID 720582;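 active = inhibition above a per-campaign cutoff equal to the mean of compounds falling between control-based bounds plus 3 SD, cut at about 20% in these data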;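 also: 0% = DMSO wells while the 100% control is not disclosed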
GAA850 FXN act: activators of GAA850 frataxin (FXN) promoter; 360,000 tested, 0.56% active; HEK293 lucGAA850 FXN promoter luciferase reporter, 24 h; percent of 10 µM SAHA response; activation, % at 6 µM; AID 540364;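 active = activation above the average of all compounds screened plus 3 SD, cutoff fixed separately per campaign, cut at about 7.5% in these data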;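 also: 0% = DMSO wells and 100% = 10 µM SAHA wells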
ADAM17 inh: inhibits human ADAM17. 370,000 tested, 0.83% active. P78536. recombinant ADAM17, EDANS/DABCYL FRET peptide cleavage. inhibition, % at 6.95 µM. AID 720648;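 active = inhibition above the mean of compounds lying between control limits plus 3 SD, set per campaign, cut at about 8.5% in these data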;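 also: 0% = DMSO-only wells as the low control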
Target sequence (P78536 215-824 limits assumed): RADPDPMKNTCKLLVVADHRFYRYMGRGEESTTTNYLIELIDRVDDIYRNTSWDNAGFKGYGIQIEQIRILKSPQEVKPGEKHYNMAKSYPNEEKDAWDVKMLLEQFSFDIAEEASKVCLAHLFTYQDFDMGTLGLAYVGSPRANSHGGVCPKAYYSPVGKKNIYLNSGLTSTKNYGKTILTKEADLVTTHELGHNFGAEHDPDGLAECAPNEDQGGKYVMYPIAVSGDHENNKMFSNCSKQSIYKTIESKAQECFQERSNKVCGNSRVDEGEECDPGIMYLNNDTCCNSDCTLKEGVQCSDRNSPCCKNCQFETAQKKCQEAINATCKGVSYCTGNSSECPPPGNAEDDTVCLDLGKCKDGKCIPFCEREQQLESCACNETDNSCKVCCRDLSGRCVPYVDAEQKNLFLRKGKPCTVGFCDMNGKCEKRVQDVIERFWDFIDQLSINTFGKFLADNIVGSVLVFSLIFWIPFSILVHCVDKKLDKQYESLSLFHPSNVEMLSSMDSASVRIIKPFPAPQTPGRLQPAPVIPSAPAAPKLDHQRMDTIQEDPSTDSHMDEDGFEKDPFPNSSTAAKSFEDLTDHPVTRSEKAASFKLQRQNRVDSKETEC
DAX1 inh-2: inhibitors of human orphan nuclear receptor DAX1 (NR0B1). P51843. 340,000 tested, 0.99% active. AID 504766. inhibition, % at 6.75 µM. HEK293 Gal4-DAX1 luciferase reporter, luminescence;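 active = inhibition above the mean over all tested compounds plus 3 SD, cut at about 4.2% in these data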;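 also: 0% = DAX1-transfected cells with DMSO and 100% = empty-vector control cells with DMSO; inhibition shows as a rise in luminescence from relieved DAX1 repression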
Target sequence (P51843 207-470 limits assumed): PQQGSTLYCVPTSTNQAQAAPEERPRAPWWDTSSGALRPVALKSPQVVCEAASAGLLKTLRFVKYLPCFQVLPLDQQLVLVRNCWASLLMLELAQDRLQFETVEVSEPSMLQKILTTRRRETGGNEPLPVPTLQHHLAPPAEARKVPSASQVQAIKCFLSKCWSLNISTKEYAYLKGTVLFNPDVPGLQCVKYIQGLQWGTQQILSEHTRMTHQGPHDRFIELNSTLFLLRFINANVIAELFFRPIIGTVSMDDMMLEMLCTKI
hcDAF-12 act: activates DAF-12 receptor from parasite H. contortus | HEK293 hcDAF-12 lit1-tk-luc reporter, luminescence; 0% DMSO, 100% Δ7-dafachronic acid | activation, % at 6.8 µM | 370,000 tested, 1.4% active;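 active = activation above the mean of all tested compounds plus 3 SD, cut at about 5.5% in these data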;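 also: 100% = response to 3 µM Δ7-dafachronic acid high control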
ssDAF-12 act: S. stercoralis DAF-12 activation, primary screen. activation, % at 6.8 µM. 370,000 tested, 1% active. HEK293 ssDAF-12/GRIP1 lit1-tk-luc reporter, luminescence; % of 3 µM dafachronic acid response. AID 652126;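 active = activation above the mean over all tested compounds plus 3 SD, cut at about 0.9% in these data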;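 also: 0% = DMSO-only wells and 100% = 3 µM delta7-dafachronic acid wells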
hgDAF-12 ag: agonists of H. glycines DAF-12 nuclear receptor; HEK293 GAL4-hgDAF12 UAS-luciferase reporter, agonist luminescence; normalized to butyrate control; activation, % at 6.8 µM; 370,000 tested, 1.8% active; AID 687014;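 active = activation above a cutoff set at the mean of all screened compounds plus 3 SD, cut at about 10% in these data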;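 also: 0% = DMSO wells and 100% = sodium butyrate wells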
NPR1 activator: GC-A (human) enzyme activation; 370,000 tested, 0.14% active; HEK293 GC-A cells, cGMP TR-FRET, EC30 ANP; 0% at EC30 ANP, 100% saturating ANP; activation, % at 10 µM; P16066; in the data active = activation above about 40%
* marks the source's active call; other numbers are inactive results; i = inactive; x = not tested or not shown. This is a random part of the collection; overall some 6.8% were active at least once.

| SMILES | PG9 binder | NPR1 activator | ssDAF-12 act | DAX1 inh-1 | hgDAF-12 ag | hcDAF-12 act | DAX1 inh-2 | GAA850 FXN act | ADAM17 inh | SMARCA2 act | ADAM10 inh |
| --- | --- | --- | --- | --- | --- | --- | --- | --- | --- | --- | --- |
| Cc1c(NP(=O)(Oc2ccccc2F)Oc2ccccc2F)c(=O)n(-c2ccccc2)n1C | -0.7 | -4 | -1.5 | -0.3 | 1.6 | -2.0 | -0.9 | 1.3 | 2 | 2 | -1 |
| CSc1nc2c(c(=O)[nH]1)C(c1cccc(Cl)c1Cl)CC(=O)N2 (stereo not given) | -0.6 | 4 | -1.6 | -0.1 | 0.2 | -1.2 | x | -1.2 | -1 | -2 | -2 |
| COc1cc(F)ccc1CN1CCC(n2nccc2NC(=O)C2CCOC2)CC1 (stereo not given) | 0.1 | 1 | -1.0 | -0.2 | -0.4 | -1.1 | 0.5 | -1.1 | -1 | 1 | 1 |
| Cc1c(C(=O)NCc2n[nH]c(=S)n2-c2ccc(F)cc2)cccc1[N+](=O)[O-] | 0.4 | -4 | -0.7 | -0.6 | 0.0 | 0.1 | 1.3 | -0.8 | 3 | 4 | 6 |
| CCOC(=O)c1sc(NC(=O)c2ccncc2)nc1C | 0.1 | 3 | -0.8 | -0.2 | -3.8 | -0.9 | 1.1 | 3.3 | 0 | -2 | -5 |
| N#Cc1cccc(NC(=O)COC(=O)c2cc(S(=O)(=O)Nc3ccccc3Cl)ccc2O)c1 | -0.5 | -2 | -0.8 | -0.9 | 1.9 | -0.5 | 1.2 | -2.5 | -8 | -3 | -36 |
| CC(C)[C@H](NC(=O)c1ccco1)C(=O)Nc1ccc(N2CCCCCC2)cc1 | -0.8 | -1 | -1.5 | -0.8 | -1.0 | 3.2 | 0.0 | 0.6 | -2 | 1 | -19 |
| CCCCNS(=O)(=O)c1ccc(OC)c2ncccc12 | -0.4 | -1 | -1.4 | 0.0 | -0.5 | -0.7 | 2.0 | 0.3 | -29 | -4 | -116 |
| CN1CCN(CC(=O)Nc2nc(-c3ccccc3)cs2)CC1 | -0.5 | 6 | -0.1 | -0.6 | -0.3 | 1.9 | 0.2 | 0.0 | -3 | -2 | 4 |
| CCCCNC(=O)/C(C#N)=c1\s/c(=C\c2ccccc2OC(F)F)c(=O)n1CCCOC | -0.7 | -1 | -1.5 | 0.4 | -0.7 | -0.7 | -0.8 | 0.4 | 2 | 1 | -1 |
| Cn1cnc2cc(NCc3ccccc3Cl)ccc21 | -5.0 | -3 | -1.2 | 0.5 | 3.3 | -1.2 | 0.8 | 5.0 | -5 | 4 | -7 |
| O=C(CCCN1C(=O)c2cccc3cccc(c23)C1=O)N1CCN(c2ccccn2)CC1 | -2.1 | -4 | -1.2 | -0.6 | 0.6 | -2.5 | -1.1 | -0.6 | -3 | 0 | -12 |
| O=C(OCC(=O)N1CCN(c2ccccc2)CC1)C1=COCCO1 | -1.7 | -3 | -0.1 | -2.0 | 2.7 | 0.0 | 0.6 | -2.7 | -1 | 1 | -5 |
| Cc1cccc2sc(NC(=O)Cn3cccc3)nc12 | 1.6 | 19 | -0.8 | -1.3 | 1.9 | -1.2 | -1.2 | -3.5 | 3 | 0 | 0 |
| OCCN1CCN(C(=S)NC2CCCC2)CC1 | 0.9 | 3 | -1.3 | 0.0 | -0.1 | -0.2 | -1.2 | 2.4 | 0 | 0 | 1 |
| Cc1ccc2nc(-c3cccc(Br)c3)cc(C(=O)NC3=NCCS3)c2c1 | -0.1 | 2 | -1.0 | -0.3 | 3.1 | 0.8 | 1.4 | 1.5 | -2 | -4 | 3 |
| O=C(NCc1ccc2c(c1)OCO2)c1cc(F)c(F)cc1Cl | 3.5 | -2 | -0.6 | 0.2 | 1.5 | -0.2 | -1.5 | 1.3 | -2 | 1 | 5 |
| CC(=O)Nc1ccc(S(=O)(=O)N[C@@H](C)C(=O)OCC(=O)c2ccc(Br)s2)cc1 | 2.6 | 5 | -1.2 | 1.1 | 0.0 | 0.5 | 8.1* | 0.9 | -3 | -1 | -13 |
| COc1ccc(S(=O)(=O)N(C)C[C@H]2Oc3ncc(Br)cc3C(=O)N([C@@H](C)CO)C[C@@H]2C)cc1 | 2.4 | -3 | -0.7 | -1.2 | -2.3 | -1.8 | 2.7 | 2.4 | -4 | 0 | -16 |
| Cc1cc(C)cc(NC(=O)CN2C(=O)NC(C)(c3ccccc3)C2=O)c1 (stereo not given) | 1.3 | -2 | -1.1 | -0.3 | -1.4 | -2.4 | 0.1 | -1.4 | 1 | 0 | 11 |
| C/C(=N/NC(=O)c1ccco1)c1cccc(NC(=O)c2ccc(C)o2)c1 | -1.7 | -5 | -0.5 | 1.0 | 13* | 2.4 | 1.5 | 3.9 | -2 | 8.8* | 9 |
| Cc1nc(C)c(C(=O)O)c(-c2ccsc2)c1C(=O)O | -1.6 | 5 | -1.0 | 0.3 | 0.3 | -0.6 | x | 3.9 | -2 | 5 | 4 |
| COc1ccccc1NC(=S)N1CCCC1 | 0.1 | 1 | -0.6 | -0.1 | -0.9 | -0.5 | -0.4 | 1.6 | -1 | -1 | -1 |
| O=C(NC1CCCCC1)C(c1ccncc1)N(Cc1ccc2c(c1)OCO2)C(=O)c1cnsn1 (stereo not given) | 1.4 | -7 | -1.0 | -0.8 | 1.3 | -0.5 | -0.2 | -0.4 | 4 | 1 | 15 |
| N#CC1(NC(=O)CSc2nc3ncc(Cl)cc3[nH]2)CCCCC1 | -0.4 | -3 | -0.9 | 0.5 | 0.5 | -0.8 | 0.6 | 0.3 | -4 | -1 | -16 |
| COc1ccccc1CCN=C(N)NS(=O)(=O)c1ccc(C)cc1 | 1.2 | -4 | -0.7 | 0.0 | 0.8 | 0.5 | 0.1 | -0.9 | -2 | -1 | -8 |
| CSC1=NC2(C)CCCCC2C12C=CC(=O)C=C2 (stereo not given) | -0.9 | 1 | -1.6 | 0.6 | -2.8 | -2.3 | 0.4 | 4.6 | -6 | -1 | 6 |
| CCOc1ccc(OCC)c(NC(=O)C2CCN(S(=O)(=O)c3cnc[nH]3)CC2)c1 | -0.7 | -1 | -1.3 | -0.7 | -0.7 | -0.6 | -0.4 | 0.6 | -1 | 4 | 3 |
| C[N+](C)(C)CCCNC(=O)c1ccc(/C=N/O)nc1 | -2.7 | 0 | -1.5 | -0.2 | -0.7 | -0.4 | 0.9 | -2.9 | -2 | -1 | -10 |
| Cc1ccccc1C(=O)NCC(=O)NNC(=S)NC(=O)c1ccccc1C | -2.9 | 3 | -1.2 | 0.2 | 1.1 | 0.5 | -1.2 | -0.2 | 5 | 3 | 14 |
| CCCn1c(=O)cc(N)n(-c2ccc(OC(F)(F)F)cc2)c1=O | -3.1 | 4 | -0.8 | 0.2 | -1.4 | 1.8 | 1.0 | 3.3 | -3 | 1 | 8 |
| CC(C)[C@H](NC(=O)c1cccc(S(=O)(=O)N2CCOCC2)c1)C(=O)Nc1nc2ccccc2s1 | 0.2 | 16 | -1.6 | 0.8 | 4.6 | -0.5 | -1.4 | 2.3 | 7 | -1 | 5 |
| c1ccc(CCc2ccccc2-c2nc(-c3cccnc3)no2)cc1 | 1.2 | 0 | -1.5 | 0.2 | -0.6 | 0.0 | -1.0 | 3.1 | 1 | -2 | 8 |
| CC(C)NC(=O)C1C(c2ccc(C(F)(F)F)cc2)=Nc2ccccc2N1C(=O)c1cc2ccccc2[nH]1 (stereo not given) | 0.0 | -1 | -0.5 | -0.2 | 3.5 | 3.2 | x | x | -29 | -1 | -96 |
| CCC(=O)N1CCc2cc(Br)cc(S(=O)(=O)N3CCCC(C(=O)NC(C)(C)C)C3)c21 (stereo not given) | -0.2 | -1 | -1.4 | 0.1 | -2.2 | -0.8 | -0.7 | -2.1 | 2 | -1 | -1 |
| Cc1cccc2sc(NC(=O)c3ccc(NS(=O)(=O)c4cccs4)cc3)nc12 | 0.8 | 14 | -1.1 | 0.3 | 1.3 | 2.1 | -1.3 | 1.1 | -21 | -2 | -56 |
| O=[N+]([O-])c1nn(-c2ccccc2)n(O)c1=NC1CCN(Cc2ccccc2)CC1 | -0.2 | -7 | -2.2 | -1.8 | -3.6 | -1.9 | -1.6 | 1.2 | -2 | 2 | -3 |
| CS(=O)(=O)Nc1ccccc1C(=O)Nc1cc2c(cc1C(=O)O)OCCCO2 | 0.6 | 0 | -0.7 | -0.1 | 1.5 | 0.8 | -0.3 | -1.2 | 0 | -3 | -5 |
| Cc1[nH]c2ccccc2c1/C=N/NC(=O)CNC(=O)c1ccc2c(c1)OCO2 | -2.1 | 2 | -1.2 | -0.2 | 0.6 | -0.1 | -1.1 | 0.9 | 1 | 0 | 5 |
| Cc1c(C(=O)N2CCC(C)CC2)sc2ncn(CC(=O)N3CCC(C)CC3)c(=O)c12 | -2.1 | -2 | -1.5 | -0.2 | -3.1 | -3.1 | 0.5 | 1.7 | -4 | -1 | 3 |
| C=CCC1(CC=C)CCCN1C(=O)C1CCC(=O)N(Cc2ccc(Cl)cc2)C1 (stereo not given) | -0.1 | -3 | -0.8 | 2.2 | 3.9 | 1.7 | 0.3 | 1.5 | 0 | 7 | -2 |
| Cc1ccc(S(=O)(=O)NCCSc2nnnn2-c2cc(C)ccc2C)cc1 | 2.9 | -6 | -1.7 | -1.6 | 2.8 | -1.9 | -0.2 | -0.3 | 8 | -5 | 10 |
| CCOC(=O)C1=C(c2ccc(OC)cc2)C(=O)c2ccccc2C1=O | -0.5 | -4 | -3.5 | -4.7 | -17 | -8.6 | x | x | -2 | -10 | 2 |
| CCCCN(c1nc2ccccc2nc1Cl)S(=O)(=O)c1ccc(C)cc1 | -1.8 | -5 | -0.9 | -0.5 | 0.8 | -0.4 | -0.8 | 0.2 | -3 | -2 | 0 |
| COc1ccc(CCN(C)C2CCCN(C(=O)c3sccc3C)C2)cc1OC (stereo not given) | -2.5 | -3 | -0.9 | 0.3 | -0.3 | 1.3 | 1.0 | 1.3 | -1 | 0 | -12 |
| CN(C)CCNC(=S)Nc1ccccc1Cl | -0.9 | 0 | -0.3 | -0.3 | -0.2 | -2.3 | -1.5 | 0.3 | -1 | -2 | -8 |
| O=C(c1ccc2c3c(cccc13)CC2)C1CCCN(Cc2ccc(OCCO)cc2)C1 (stereo not given) | -2.0 | -5 | -1.9 | -0.1 | 1.6 | -1.4 | -0.5 | 0.8 | -157 | -2 | i |
| CCCC1CCC2(CCCN2CCOC(=O)Nc2ccc(OC)cc2)CC1 (stereo not given) | x | -8 | -2.0 | x | 0.8 | -1.4 | x | x | -2 | x | -6 |
| Cc1c(Cl)cccc1NC(=S)Nc1ccc(S(=O)(=O)Nc2ncccn2)cc1 | -0.2 | 3 | -1.8 | 0.8 | -1.7 | 0.7 | 0.5 | 0.8 | -4 | -2 | -15 |
| O=C(Cn1cnc2scc(-c3ccc(F)cc3)c2c1=O)N1CCOCC1 | 0.2 | 3 | -1.0 | 0.8 | 1.3 | -2.3 | 0.1 | 0.5 | -5 | -1 | 3 |

Bioassay records (PubChem BioAssay)
